Screening data as filed in PubChem.
MCF10A rereplic: induces DNA re-replication in MCF 10a normal breast cells | MCF 10A DNA re-replication, Hoechst nuclear intensity, 48 h | 350,000 tested, 2.9% active | Potency, µM (highest dose often 46.1 µM), without a hit: at the top dose activity, positive = re-replication, usual class: activators; note: potency is the fitted concentration of half-maximal effect; % of control where 0% means no effect; nearly all actives have a fitted effect of over 50% in size
KB-3-1 tox: kills parental KB-3-1 adenocarcinoma cells | AID 1347075 | Potency, µM (highest dose often 46.1 µM), without a hit: at the highest dose activity change, negative = cytotoxic, actives largely listed as cytotoxic | 400,000 tested, 1.4% active | KB-3-1 viability, CellTiter-Glo ATP luminescence, 72 h; note: potency is the fitted concentration of half-maximal effect; % is set by controls: 0 for no effect and ±100 for the full control effect; nearly all actives have a fitted effect of over 60% in size
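Multi-concentration cytotoxicity screen in KB-3-1 cells grown in DMEM lacking phenol red with 10% FBS. After 72 h at 37 °C with compound, ATP-dependent luminescence was recorded.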
IL1B secr inh: inflammasome signaling inhibition, IL-1 beta readout | 360,000 tested, 4.7% active | activity change, % at 57.5 µM | THP-1 LPS/ATP IL-1B secretion, AlphaLISA, 16 h; stronger effect = lower value; in the data active = activity change below about -50%; inconclusive = mostly about -30% to -49%; note: % is set by controls: 0 for no effect and ±100 for the full control effect
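THP-1 cells pretreated 1 hr with compounds (up to 57.5 uM final), then stimulated with LPS (250 ng/mL final) plus ATP (1.25 mM final); secreted IL-1B measured by AlphaLISA after 16 hr, decreased signal indicating inhibition.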
KB-V1 cytotox: KB-V1 MDR subline cytotoxicity. KB-V1 MDR cells viability, CellTiter-Glo, 72 h. Potency, µM (titrated, usually from 46.1 µM), for inactives: at the highest dose activity change, negative = cytotoxicity, usual class: cytotoxic. 400,000 tested, 3.4% active; note: potency is the fitted concentration of half-maximal effect; % is set by controls: 0 for no effect and ±100 for the full control effect; nearly all actives have a fitted effect of over 60% in size
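In this primary screen, KB-V1 cells overexpressing P-gp are incubated with library compounds (lowest to highest concentration) for 72 h at 37 degrees C before a luminescent ATP viability read.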
HT1080 IDH1KD tx: kills HT-1080 cells with IDH1 knockdown; Potency, µM (doses to about 46.1 µM), for the others: at the top dose activity, negative = toxicity, most hits filed as cytotoxic; HT-1080 IDH1 knockdown viability, ATP luminescence, 48 h; 360,000 tested, 2% active;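 note: potency is the fitted concentration of half-maximal effect; 0% = DMSO wells and -100% = cell-free medium wells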
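CellTiter-Glo luminescence after 48 h compound exposure at 37 degrees C of IDH1-knockdown HT-1080 cells in 5% FBS RPMI. %Activity scaled between DMSO wells and cell-free media wells, with curves fitted and assigned curve classes.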
HT1080-NT tox: kills 2HG-producing HT-1080-NT fibrosarcoma cells | HT-1080-NT fibrosarcoma viability, CellTiter-Glo ATP luminescence, 48 h | Potency, µM (doses to about 46.1 µM), without a hit: top-dose activity, negative = less viability, actives largely listed as cytotoxic | 360,000 tested, 1.6% active;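 note: NT is the 2HG producing partner of a matched IDH1 knockdown line; potency is the fitted concentration of half-maximal effect; 0% = DMSO-treated cells and -100% = media-only wells without cells; nearly all actives have a fitted effect of over 55% in size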
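HT-1080-NT fibrosarcoma cells (2HG-overproducing), 750 cells/well in RPMI with 5% FBS, dosed after 2 h and incubated 48 h at 37C. CellTiter-Glo luminescence normalized to DMSO and no-cell wells; concentration-response curves fitted and classed.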
ATXN2 expr inh: reduces ATXN2 reporter expression in HEK-293 cells. HEK-293 ATXN2-luciferase reporter, luminescence, 24 h. Potency, µM (doses to about 57 µM), for the others: at the highest dose activity change, negative = inhibition, most hits filed as inhibitors. 360,000 tested, 0.72% active; note: potency is the fitted concentration of half-maximal effect; % is set by controls: 0 for no effect and ±100 for the full control effect; nearly all actives have a fitted effect of over 55% in size
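qHTS (up to 57 uM final) was run with 24 h compound exposure of reporter cells at 37 °C. Each well was multiplexed: SteadyGlo luminescence measured ATXN2-luciferase expression after a fluorogenic Gly-Phe-AFC viability readout (25 uM final).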
SW480 rereplic: DNA re-replication induction in SW480 cells; SW480 DNA re-replication, Hoechst DNA content imaging, 48 h; Potency, µM (titrated, usually from 46.1 µM), without a hit: at the top dose re-replication activation, most hits filed as activators; 340,000 tested, 1.8% active; AID 624297; note: potency is the fitted concentration of half-maximal effect; % of control where 0% means no effect; nearly all actives have a fitted effect of over 55% in size
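Treated cells incubate 48 hr (37 C, 5% CO2), are stained 40 min with Hoechst, and nuclear fluorescence is enumerated; a rise in nuclei with high DNA signal marks re-replication.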
ATXN viability: reduces viability in counter-screen for ATXN expression inhibitors | S2 cells (HEK-293 line with an ATXN2-luciferase reporter) viability, CellTiter-Fluor protease fluorescence, 24 h | Potency, µM (titrated, usually from 56.7 µM), actives largely listed as cytotoxic | 400,000 tested, 0.49% active; note: potency is the fitted concentration of half-maximal effect; nearly all actives have a fitted effect of over 40% in size
Active calls of the source: *; i = inactive; ? = inconclusive; . = not tested or not shown; & = joins results of further samples; [ ] = another dose, or the depositor's remark. Unless noted, calls come from the whole dose curve; as a rule, active = well fitted curve in the direction sought with a large enough effect; inconclusive = small, poorly fitted or top-dose-only effect, or another doubt; inactive = no such curve, though single readings can be large; an effect the other way counts as inactive or inconclusive.

SMILES	MCF10A rereplic	KB-3-1 tox	IL1B secr inh	KB-V1 cytotox	HT1080 IDH1KD tx	HT1080-NT tox	ATXN2 expr inh	SW480 rereplic	ATXN viability
Fc1ccccc1N=C1Nc2cccc3cccc1c23	2.0%	-7.8%	?	-9.9%	0.7%	2.2%	15.8%	1.8%	i
Cc1[nH]n(-c2ccccc2)c(=O)c1N=Nc1cccc(C(=O)O)c1	-4.2%	12.8%	23.6	22.8%	5.3%	0.6%	?	0.6%	i
CSc1ccc(/C=C2\C(=N)N3N=C(CC(=O)N4CCCCC4)SC3=NC2=O)cc1	24.9%	1.5%	24.6	20.4%	0.6%	15.3%	-1.4%	-6.0%	i
CCN(CC)S(=O)(=O)c1cccc(C(=O)Nc2ccccc2)c1	-1.0%	-16.2%	?	?	?	-17.1%	-34.3%	-2.1%	i
Cc1ccc(CNC(=O)CCCCn2c(=O)c3ccccc3n(Cc3c(C)cc(C)cc3C)c2=O)cc1	.	-2.5%	.	19.1%	.	.	-8.0%	.	i
CCOC(=O)C1=C(C)Nc2ccccc2N/C1=N\S(=O)(=O)c1cc(C(=O)O)ccc1Cl	4.2%	10.8%	45.3	?	-0.3%	0.2%	2.5%	-5.7%	i
Cn1c(SCC(=O)N2CCCCC2)nc2c([nH]c3ccccc32)c1=O	4.3%	6.3%	14.7	-4.7%	-5.7%	11.9%	-4.1%	-12.3%	i
COC(=O)c1nn(-c2ccccc2)c(=O)cc1O	0.1%	2.5%	7.0	11.3%	?	16.5%	-7.9%[11.3 µM]	-17.6%	i
Cc1c(C(N)=O)sc(N)c1C(=O)OC(C)C	10.3%	1.3%	6.1	-0.3%	23.8%	15.4%	6.1%	-12.5%	i
O=C(C(F)C(F)(F)F)N1CCN(c2ccccc2)CC1 (stereo not drawn)	-8.5%	0.5%	2.3	0.8%	?	7.9%	-0.2%	0.0%	i
Cc1c(NC(=S)NC(C)(C)C)c(=O)n(-c2ccccc2)n1C	-1.8%	-0.3%	0.0	0.5%	0.9%	-3.6%	.	-2.9%	i
Cc1n[nH]c(C)c1S(=O)(=O)N1CCC(C(=O)Nc2cccc(F)c2)CC1	12.9%	16.9%	32.5	?	-0.6%	12.8%	9.7%	19.7%	i
COc1ccc(N2CCN(C(=O)CCc3ccccc3)CC2)cc1	-2.9%	-0.1%	0.0	-4.7%	14.0%	2.8%	6.2%	?	i
N#C/C(=C\c1ccccc1)C(=O)Nc1cccnc1	-1.9%	2.4%	12.5	22.3%	-2.0%	-2.3%	.	-13.6%	i
C[C@H]1CC[C@]2(O[C@H](CCO)C[C@@H](O)[C@@H]2O)O1	4.1%	0.0%	24.2	-20.6%	-1.7%	-0.9%	-2.4%	4.5%	i
COc1ccc(CNC(=O)COC(=O)/C=C/c2cccs2)cc1	-5.3%	-0.6%	-3.3	4.9%	-1.4%	-0.3%	2.2%	-1.1%	i
c1ccc(-c2nnc(CSc3nncs3)o2)cc1	-1.8%	-2.0%	6.8	11.7%	-0.1%	-3.1%	21.8%	-0.5%	i
O=c1[nH][nH]c(=O)c2cc(N3CCCC3)ccc12	17.8%	-4.1%	1.1	-3.4%	-2.6%	11.2%	-3.4%	-1.2%	?
Cn1nc(C(=O)Nc2ccccc2N2CCCC2)c2ccccc2c1=O	?	?	0.0	-21.2%	-18.0%	-6.8%	-9.5%	0.0%	i
CCOC(=O)C1CCN(C(=O)CCS(=O)(=O)c2ccc3c(c2)CCN3C(=O)CC)CC1	19.4%	0.3%	3.8	-0.1%	-8.1%	-8.1%	-6.1%	16.1%	i
O=C(CC(Cc1ccccc1)c1ccco1)NC1CCCCC1 (stereo not drawn)	1.4%	-1.8%	-9.9	0.0%	-7.1%	1.0%	33.6%[activator]	1.1%	i
O=C(Nc1ccc(S(=O)(=O)Nc2ncccn2)cc1)c1ccc(Br)cc1	.	-17.0%	-7.2	5.0%	-0.5%	4.9%	.	.	?
COc1ccc(Cl)cc1Cn1c(C)c(C(=O)N(C)Cc2ccc(F)cc2)sc1=O	.	-17.4%	-7.2	?	4.8%	0.2%	-3.6%	.	i
CS(=O)Cc1cc(Oc2ccccc2)nc(-c2ccncc2)n1 (stereo not drawn)	1.4%	10.2%	26.3	16.3%	16.7%	13.2%	0.7%	2.4%	i
CCOC(=O)c1c(C)nc(C(Cl)(Cl)Cl)nc1N	3.3%	-19.1%	-12.2	0.0%	-16.3%	-11.2%	4.8%[11.3 µM]	-9.0%	i

Fetched by structure from the entries so far, 2 records:
SMILES	MCF10A rereplic	KB-3-1 tox	IL1B secr inh	KB-V1 cytotox	HT1080 IDH1KD tx	HT1080-NT tox	ATXN2 expr inh	SW480 rereplic	ATXN viability
O=C(C(F)C(F)(F)F)N1CCN(c2ccccc2)CC1 (stereo not drawn)	-8.5%	0.5%	2.3	0.8%	?	7.9%	-0.2%	0.0%	i
COc1ccc(Cl)cc1Cn1c(C)c(C(=O)N(C)Cc2ccc(F)cc2)sc1=O	.	-17.4%	-7.2	?	4.8%	0.2%	-3.6%	.	i

Single values from the entries so far:
For HT1080-NT tox, Cn1c(SCC(=O)N2CCCCC2)nc2c([nH]c3ccccc32)c1=O reads 11.9%
For KB-3-1 tox, O=C(C(F)C(F)(F)F)N1CCN(c2ccccc2)CC1 (stereo not drawn) reads 0.5%
For SW480 rereplic, O=c1[nH][nH]c(=O)c2cc(N3CCCC3)ccc12 reads -1.2%
For KB-3-1 tox, C[C@H]1CC[C@]2(O[C@H](CCO)C[C@@H](O)[C@@H]2O)O1 reads 0.0%

Additional compounds follow.
SMILES	MCF10A rereplic	KB-3-1 tox	IL1B secr inh	KB-V1 cytotox	HT1080 IDH1KD tx	HT1080-NT tox	ATXN2 expr inh	SW480 rereplic	ATXN viability
Cc1ccc(SCC(=O)NC(=O)Nc2ccc3c(c2)OCCO3)cc1C	2.8%	0.5%	10.1	0.3%	-5.4%	-5.0%	-13.7%	-9.7%	i
CCOc1ccc(NC(=O)COC(=O)c2ccc3c(c2)OCO3)cc1	-0.6%	4.1%	4.9	18.6%	0.9%	-1.1%	.	-4.6%	i
NC1=C([N+](=O)[O-])C(c2ccc3c(c2)OCO3)C2=C(CCCC2=O)O1 (stereo not drawn)	-3.7%	?	7.8	0.8%	9.6%	-1.7%	-4.1%	?	i
O=C(Nc1ccc2c(c1)OCO2)C1CCN(Cc2cnn(-c3ccccc3)c2-n2cccc2)CC1	16.6%	?	?	0.0%	-26.6%	-1.2%	3.9%	22.8%	i
Fc1cccc(Cc2c(-c3ccccc3)nc3ccc(Br)cn23)c1	.	-0.1%	8.1	-1.8%	-29.6%	?	6.1%	.	?
COC(=O)C1=CN(c2ccc(F)c(F)c2)C=C(C(=O)OC)C1c1ccc([N+](=O)[O-])cc1	5.8%	1.7%	?	4.7%	2.8%	6.6%	-3.3%	-2.9%	i
O=C(Nc1ccc2c(c1)OCO2)c1ccc[n+]([O-])c1	1.0%	-1.6%	-12.3	5.3%	0.8%	5.0%	.	-12.0%	.
Cc1cccc(NC(=O)c2ccc(COc3ccc4ccccc4c3)o2)n1	?	-0.8%	27.3	-19.9%	-12.0%	-7.3%	34.1%	-16.0%	i
CSc1ncccc1C(=O)OCC(=O)N1CC(=O)Nc2ccccc21	-8.1%	-28.4%	-6.8	?	-3.3%	-0.2%	-0.6%	8.5%	i
O=C(NCc1ccccn1)C(=O)NCC1OCCN1S(=O)(=O)c1ccc(Br)cc1 (stereo not drawn)	2.1%	.	6.7	.	-9.5%	1.1%	0.2%	-2.9%	i
CCOc1ccc(NC(=O)CN(c2cccc(C(F)(F)F)c2)S(C)(=O)=O)cc1	?	-2.7%	-0.1	-20.3%	-1.8%	-7.4%	-2.5%	1.4%	i
O=C(CSc1ccccc1)N1CCCC(N2CCN(c3ccc(F)cc3)CC2)C1 (stereo not drawn)	8.1%	-25.5%	-24.8	8.6%	-4.7%	-0.7%	-15.2%	-0.6%	i
CC(C)CCNC(=O)[C@@H](Cc1ccccc1)NC(=O)CC[C@H]1O[C@@H](n2ccc(=O)[nH]c2=O)[C@H](O)[C@@H]1O	.	0.1%	16.4	17.9%	5.0%	20.3%	2.8%	.	i
COC(=O)c1c(NC(=O)c2ccccc2)sc(Cc2ccccc2)c1C	?	2.8%	-2.5	13µM*	10.0%	10.7%	-5.5%	9.9%	i
COc1ccc(NC(=O)c2cc(C3CC3)nc3c2cnn3C(C)C)cc1OC	-4.4%	-0.6%	-6.4	-18.5%	0.0%	1.6%	.	-0.2%	i
O=C(NCCc1cn2ccccc2n1)c1cc(COc2ccc3ncccc3c2)on1	?	?	-10.6	8.2µM*	-28.4%	-4.3%	?	-0.3%	?
O=C(CSc1ccccc1)Nc1ccc(N2CCOCC2)c(F)c1	9.1%	2.5%	-9.2	-0.1%	-1.8%	5.4%	41.9%[activator]	-13.0%	i
C=CCn1c(COc2ccccc2F)nnc1SCC(=O)NC(=O)NCc1ccco1	11.7%	-5.0%	22.5	19.0%	28.8%	8.6%	6.8%	-3.1%	i
Cn1c(/C(C#N)=C/c2cccc(O)c2)nc2ccccc21	-6.5%[9.22 µM]	3.9%	-61.5*	-1.5%	-19.4%	-7.9%	111.4%[activator]	?	i
COc1ccccc1CNC(=O)Cn1c(=O)oc2cc(S(=O)(=O)N3CCCC3)ccc21	6.7%	?	0.6	?	-1.6%	2.7%	-7.1%&-6.8%	-4.6%	i
NS(=O)(=O)c1ccc(NC(=S)NNC(=O)c2cccs2)cc1	9.5%	1.5%	-0.5	11.6%	-5.1%	16.5%	25.8%	-0.6%	i
COc1ccc(C(=O)COC(=O)[C@H](C)NS(=O)(=O)c2ccc(NC(C)=O)cc2)cc1OC	-2.0%	-3.6%	-92.8*	-3.1%	2.1%	0.8%	-17.2%	-1.8%	?
CCCCNC(=O)CSc1nnc(-c2ccc(S(=O)(=O)N3CCCC3)cc2)n1C	-4.2%	-11.1%	7.0	-1.1%	0.4%	-4.7%	6.6%	3.2%	i
O=C1[C@H]2[C@H](ON3CCCC[C@H]23)C(=O)N1c1cccc(C(F)(F)F)c1	14.4%	0.8%	-2.9	2.6%	10.8%	18.6%	-19.6%	1.8%	?
